Assay outcomes (PubChem)
GSIS activator = GLuc luminescence reporter in INS-1E cells, primary screen for activators of glucose-dependent secretion of insulin | 370,000 tested, 0.61% active | INS-1E GLuc reporter insulin secretion, 2-3 h | activation, % at 16.6 µM;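 active = lowest replicate activation of at least 40%, so every replicate reaches that level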;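 also: 0% = median of neutral control wells and 100% = median of IBMX positive control wells; some compounds called inactive have numbers as strong as hits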
CFTR F508del cor = CFTR F508del correction in bronchial cells; activity (quench increase), % at 7.58 µM; 350,000 tested, 0.36% active; CFBE cells, YFP halide quenching; stimulated with forskolin plus potentiator P3; % fluorescence drop versus neutral controls;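 active = mean added fluorescence quench of at least 8% versus neutral control, with both replicates also reaching 8%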;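 also: cells transiently co-express mutant CFTR-F508del with the halide-sensitive YFP; corrector assay measuring rescue of mutant channel to the surface after 24 h compound exposure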
ARNT TACC3 PPI = ARNT/TACC3 interaction disruption. Q9Y6A5. AlphaScreen His-ARNT PAS-B/GST-TACC3 binding, luminescence; TACC3 fragment carries E629A point mutation. inhibition, % at 9.99 µM. 390,000 tested, 0.66% active. AID 623870;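 active = mean inhibition of replicates at least 50% and at least half of replicates each reaching 50%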;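 also: 0% = complete ARNT plus TACC3 wells and 100% = ARNT alone without TACC3; many hits fall short of the cut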
ERAP1 inh = inhibitors of human ERAP1 aminopeptidase. recombinant ERAP1, Leu-AMC fluorescence, 60 min. inhibition, % at 10.7 µM. 340,000 tested, 0.15% active. AID 652197;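 active = mean replicate inhibition of at least 30%, or all replicates individually reaching that 30% level; inactive = mean below 30% and not every replicate reaching it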;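 also: 0% = neutral control wells and 100% = L-leucinethiol positive control wells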
Target sequence (Q9NZ08 whole entry, looked up): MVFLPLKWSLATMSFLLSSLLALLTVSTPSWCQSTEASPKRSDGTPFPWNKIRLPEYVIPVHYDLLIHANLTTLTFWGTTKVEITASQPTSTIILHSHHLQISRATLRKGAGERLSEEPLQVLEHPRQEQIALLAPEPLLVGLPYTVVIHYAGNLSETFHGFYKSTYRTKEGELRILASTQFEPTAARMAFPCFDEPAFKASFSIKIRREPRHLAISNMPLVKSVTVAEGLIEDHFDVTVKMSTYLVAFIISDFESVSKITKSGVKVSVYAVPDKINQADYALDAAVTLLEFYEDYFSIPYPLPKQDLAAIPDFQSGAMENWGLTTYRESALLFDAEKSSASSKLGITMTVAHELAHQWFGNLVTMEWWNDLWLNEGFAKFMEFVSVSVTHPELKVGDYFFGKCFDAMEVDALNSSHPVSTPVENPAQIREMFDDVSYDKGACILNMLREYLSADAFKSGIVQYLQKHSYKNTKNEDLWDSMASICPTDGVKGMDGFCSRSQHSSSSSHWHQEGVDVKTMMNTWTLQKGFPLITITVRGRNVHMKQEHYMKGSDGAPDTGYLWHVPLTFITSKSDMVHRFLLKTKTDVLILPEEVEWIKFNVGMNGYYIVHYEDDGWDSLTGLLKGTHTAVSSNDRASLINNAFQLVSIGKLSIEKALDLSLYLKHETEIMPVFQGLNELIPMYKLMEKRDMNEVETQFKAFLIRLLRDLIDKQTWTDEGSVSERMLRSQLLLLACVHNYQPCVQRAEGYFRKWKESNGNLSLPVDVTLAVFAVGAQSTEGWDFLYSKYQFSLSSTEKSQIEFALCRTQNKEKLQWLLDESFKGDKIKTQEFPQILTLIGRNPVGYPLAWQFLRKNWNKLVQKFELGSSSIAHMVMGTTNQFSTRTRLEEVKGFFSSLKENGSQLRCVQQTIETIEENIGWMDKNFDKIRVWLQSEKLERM
RAD52 anneal inh = RAD52 (human) annealing inhibition | P43351 | recombinant RAD52 DNA annealing, FRET fluorescence | inhibition, % at 18.7 µM | 360,000 tested, 0.46% active;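 active = every replicate showing at least 50% inhibition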
XiGFP reactiv = reactivates the inactive X chromosome in mouse fibroblasts. 360,000 tested, 0.055% active. activation, % at 7.58 µM. XiGFP mouse fibroblasts, % GFP-positive cells imaging, 3 d; cells co-treated with 5-aza-dC sensitizer; scaled so ellipticine positive control = 100%;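 active = mean normalized replicate activation at least 10% and every replicate at or above 10%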;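 also: 0% = median of on-plate neutral control wells and 100% = ellipticine 6 µM median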
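material = 68-5-11 XiGFP fibroblast line | medium = DMEM plus 5-aza-dC sensitizer | schedule = 3 days compound exposure | benchmarks = positive control ellipticine, 6 µM final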
Starred values were filed as active, the others as inactive; nt = no result given. Not all compounds are listed; count on the stated rates, not on these rows.

SMILES | GSIS activator | CFTR F508del cor | ARNT TACC3 PPI | ERAP1 inh | RAD52 anneal inh | XiGFP reactiv
O=C(CCN1CCC(c2ccccc2)C1)c1cccs1 (stereo unspecified) | -18 | nt | 0 | nt | nt | nt
O=[N+]([O-])c1cc(S(=O)(=O)Nc2ccccc2)ccc1-n1nnc2ccccc21 | -12 | nt | -7 | nt | nt | nt
COc1ccc(-c2nc(-c3ccccc3)[nH]c(=O)c2C#N)cc1 | 12 | nt | -5 | nt | nt | nt
N#CC1=C(N)OC2=C(C(=O)CCC2)C1C1C=CCCC1 (stereo unspecified) | 12 | nt | -2 | nt | nt | nt
CCn1nc(C(=O)OCC(=O)c2c[nH]c3ccccc23)c2ccccc2c1=O | -13 | nt | 14 | nt | nt | nt
COc1ccc(-c2nc(C#N)c(NCc3ccccc3Cl)o2)cc1 | -4 | nt | -1 | nt | nt | nt
Cc1cc(C)n(-c2ccc(F)cc2)c(=O)c1C(=O)O | -8 | nt | 3 | nt | nt | nt
CCCCNC(=S)NNC(=O)c1nn(C)c(C)c1Cl | 10 | nt | 8 | nt | nt | nt
Cc1cc(N2C(=O)c3ccc(C(=O)NCc4ccccc4)cc3C2=O)no1 | -3 | nt | -7 | nt | nt | nt
COc1ccc(C(=O)NCC2CCCO2)cc1 (stereo unspecified) | 21 | nt | -2 | nt | nt | nt
CCc1cc2c(N=Nc3c(O)[nH]c4ccccc34)ncnc2s1 | -1 | nt | -15 | nt | nt | nt
COc1cc(OC)cc(-n2nnnc2SCC(=O)Nc2nc3c(s2)CCCC3)c1 | -15 | nt | -5 | nt | nt | nt
COc1ccc(C(=O)N2CCC(N3CCN(c4ccccc4)CC3)CC2)cc1 | 9 | nt | -26 | nt | nt | nt
CN1CCN(c2ccccc2NC(=O)c2ccc(-c3cccc([N+](=O)[O-])c3)o2)CC1 | 10 | nt | -11 | nt | nt | nt
O=C(Nc1nc2ccccc2n1Cc1ccc(Cl)cc1)c1ccco1 | 48* | nt | 0 | nt | nt | nt
CC(=O)c1sc(NC(=O)c2cc3c(C)nn(-c4ccccc4)c3s2)nc1C | 17 | nt | 2 | nt | nt | nt
COC(=O)c1c(C)nc2ccccc2c1C(=O)O | 27 | nt | -9 | nt | nt | nt
COc1cccc(OC)c1C(=O)Nc1ccc(Cc2ccncc2)cc1 | -1 | nt | -8 | nt | nt | nt
O=S(=O)(N/N=C/c1ccc2c(c1)OCCO2)c1ccccc1 | 3 | nt | -2 | nt | nt | nt
O=C(Nc1cccc(Cl)c1N1CCCC1)c1cccc(-c2cc3ccccc3oc2=O)c1 | 2 | nt | -1 | nt | nt | nt
Cc1ccccc1Cn1cc(NC(=O)CSc2nc3c(c(C(F)(F)F)n2)CCc2ccccc2-3)cn1 | 10 | nt | 2 | nt | nt | nt
O=C(Nc1ccc(Cl)cc1)[C@@H]1[C@@H]2C(=O)N(c3ccc4ccccc4c3)C(=O)[C@@H]2[C@H]2C=CC=NN21 | -25 | nt | -8 | nt | nt | nt
CC(=O)Nc1ccn(Cc2c(F)cccc2Cl)n1 | -6 | nt | -5 | nt | nt | nt
COc1ccc(S(=O)(=O)Nc2ccccc2C(=O)Nc2nc(-c3ccc(F)cc3)cs2)cc1OC | -35 | nt | -7 | nt | nt | nt
CCCc1nn(C)c2c1C(c1cccnc1)C(C#N)=C(N)O2 (stereo unspecified) | -6 | nt | -3 | nt | nt | nt
Cc1cccc(N/C=C/C(=O)c2cccs2)c1C | -17 | nt | -13 | nt | nt | nt
CCN(CC#CCC(O)(c1ccccc1)C1CCCC1)C(C)C (stereo unspecified) | 12 | nt | -3 | nt | nt | nt
CC(NC(=O)c1cc2sccc2n1C)c1ccc2c(c1)OCCO2 (stereo unspecified) | -3 | nt | -3 | nt | nt | nt
CCOC(=O)c1ccc(NC(=O)CN2C(=O)CNC2=O)cc1 | 8 | nt | -11 | nt | nt | nt
COC(=O)COc1ccc(/C=C2/SC(=O)N(CC(=O)N3CCCC3)C2=O)cc1Br | 12 | nt | -11 | nt | nt | nt
Nc1cccc(-c2cc(-c3ccccc3)nc(-c3cccc(N)c3)n2)c1 | -27 | nt | 5 | nt | nt | nt
CCOc1ccc(/C=C2\SC(N3CCc4ccccc4C3)=NC2=O)cc1 | -10 | nt | 1 | nt | nt | nt
Cc1cccc(NC(=S)NCCC(C)C)c1 | 8 | nt | -1 | nt | nt | nt
CSc1ccccc1NC(=O)Nc1ccc(F)c(Cl)c1 | -29 | nt | -2 | nt | nt | nt
COC(=O)c1cccc(NC(=O)CCCOc2cccc(C)c2)c1 | 10 | nt | -1 | nt | nt | nt
O=C(/C(=C(\[O-])c1ccccc1)[n+]1ccc2ccccc2c1)c1ccc(Cl)cc1 | 1 | nt | -40 | nt | nt | nt
Cc1ccc2nc(-c3ccco3)c(Nc3ccccc3)n2c1 | -10 | nt | -42 | nt | nt | nt
CC1CCN(S(=O)(=O)c2ccc(Oc3ccc([N+](=O)[O-])cc3)cc2)CC1 | -10 | nt | 0 | nt | nt | nt
O=c1nc(N2CCCCC2)nc(Nc2ccccc2)[nH]1 | -4 | nt | 2 | nt | nt | nt
O=C(CCSc1ccccc1)Nc1nccs1 | 16 | nt | 1 | nt | nt | nt
Cc1ccc(/C=C2/SC(=S)N(CC(=O)Nc3ncc(Cc4ccc(C)cc4)s3)C2=O)cc1 | -22 | nt | -14 | nt | nt | nt
Cc1nn(Cc2ccccc2Cl)c(C)c1NC(=O)c1noc2c1CCCCC2 | -32 | nt | -3 | nt | nt | nt
Cc1ccc(CNC(=O)C2c3ccccc3C(=O)N3CCc4ccccc4C23)o1 (stereo unspecified) | -6 | nt | 7 | nt | nt | nt
C=C(C)c1cccc(C(C)(C)NC(=O)N2CCC(C)CC2)c1 | -4 | nt | 20 | nt | nt | nt
COc1ccc(CCN2CN(S(=O)(=O)c3ccccc3)c3nc4ccccc4nc32)cc1 | -29 | nt | 8 | nt | nt | nt
NC(CSC12CC3CC(CC(C3)C1)C2)C(=O)O (stereo unspecified) | -6 | nt | 2 | nt | nt | nt
O=C(CCNS(=O)(=O)c1ccc(Cl)cc1)NCc1cccnc1 | 11 | nt | -4 | nt | nt | nt
N#Cc1ccccc1Cn1c(=O)n(CCCC(=O)NCc2ccc3c(c2)OCO3)c(=O)c2ccccc21 | 7 | nt | -5 | nt | nt | nt
O=C(CSc1nnnn1-c1ccccc1)Nc1nc(-c2ccccc2)ns1 | 0 | nt | -3 | nt | nt | nt
CC1(C)Cc2cccc(OCC(=O)N3CCN(c4ccccc4)CC3)c2O1 | -5 | nt | -2 | nt | nt | nt
Cc1cc(C(F)(F)F)nn1CC(=O)NNC(=S)Nc1ccc(F)cc1 | -2 | nt | 17 | nt | nt | nt
CCOC(=O)C(NC(=O)c1ccccc1Cl)(Nc1ccc(C)c(C)c1)C(F)(F)F (stereo unspecified) | -16 | nt | -14 | nt | nt | nt
C/C(=C\C(=O)O)CC(=O)O | -1 | nt | -3 | nt | nt | nt
CCCCCNc1nc(NCCCO)c(C#N)c2c1CN(C)CC2 | -3 | nt | 2 | nt | nt | nt
CCCn1c(N)c(C(=O)CSc2nc(C)cs2)c(=O)n(C)c1=O | -11 | nt | 1 | nt | nt | nt
CCN1C(=O)CSc2ccc(C(=O)NC3CCCCC3)cc21 | -3 | nt | -3 | nt | nt | nt
COc1ccc(NC(=O)COC(=O)c2c(C)noc2C)c(OC)c1 | 0 | nt | -4 | nt | nt | nt
COCCN1C(=O)C(CC(=O)Nc2ccc(C(=O)O)cc2)SC1=Nc1ccccc1 (stereo unspecified) | 10 | nt | -6 | nt | nt | nt
O=C(c1ccco1)N1CCCN(C(=O)c2ccco2)CC1 | 13 | nt | -5 | nt | nt | nt
COC(=O)c1ccc(NC2(C#N)C(=O)Nc3ccccc32)cc1 (stereo unspecified) | -3 | nt | -3 | nt | nt | nt

Compound profiles, as listed above.
CCCn1c(N)c(C(=O)CSc2nc(C)cs2)c(=O)n(C)c1=O is entered as GSIS activator = -11; CFTR F508del cor = nt; ARNT TACC3 PPI = 1; ERAP1 inh = nt; RAD52 anneal inh = nt; XiGFP reactiv = nt
Cc1cc(C(F)(F)F)nn1CC(=O)NNC(=S)Nc1ccc(F)cc1 is entered as GSIS activator = -2; CFTR F508del cor = nt; ARNT TACC3 PPI = 17; ERAP1 inh = nt; RAD52 anneal inh = nt; XiGFP reactiv = nt
Cc1nn(Cc2ccccc2Cl)c(C)c1NC(=O)c1noc2c1CCCCC2 is entered as GSIS activator = -32; CFTR F508del cor = nt; ARNT TACC3 PPI = -3; ERAP1 inh = nt; RAD52 anneal inh = nt; XiGFP reactiv = nt

Other results follow.
SMILES | GSIS activator | CFTR F508del cor | ARNT TACC3 PPI | ERAP1 inh | RAD52 anneal inh | XiGFP reactiv
CCNC(=S)NNC(=O)c1ccccc1Cl | 21 | nt | -12 | nt | nt | nt
O=C(Nc1cccc(NS(=O)(=O)c2ccc(S(=O)(=O)NC3CC3)cc2)c1)c1ccccn1 | 0 | nt | 9 | nt | nt | nt
O=C(Nc1nncs1)C(Sc1ccccc1)c1ccccc1 (stereo unspecified) | -15 | nt | -23 | nt | nt | nt
CC(Sc1nc(-c2ccccc2)cc(=O)[nH]1)C(=O)O (stereo unspecified) | -3 | nt | -11 | nt | nt | nt
O=C(CN1C(=O)S/C(=C\c2ccccc2)C1=O)NNC(=O)c1ccccc1O | 2 | nt | -6 | nt | nt | nt
NS(=O)(=O)c1ccc(NC(=S)N2CCN(c3ccccc3Cl)CC2)cc1 | -10 | nt | -23 | nt | nt | nt
Cn1cc(Br)c(C(=O)Nc2sc3c(c2C(N)=O)CCC3)n1 | -9 | nt | -2 | nt | nt | nt
CS(=O)(=O)N(CC(=O)N/N=C/c1cc([N+](=O)[O-])ccc1Cl)c1ccccc1 | -8 | nt | -5 | nt | nt | nt
COc1ccc(Cl)cc1NC(=O)c1cc(-c2ccccc2O)n[nH]1 | 5 | nt | 3 | nt | nt | nt
COC(=O)c1cccc(COC(=O)c2cccnc2SC)c1 | 25 | nt | -5 | nt | nt | nt
O=C(COC(=O)C1(c2ccc(F)cc2)CCCC1)Nc1ncc(C(F)(F)F)cc1Cl | -43 | nt | -5 | nt | nt | nt
CCOC(=O)N1CCC(O)(c2cc(C)c(C)cc2C)CC1 | 26 | nt | 4 | nt | nt | nt
CCOc1cc(/C=N/NC(=O)C(=O)NCCCOC(C)C)cc(Br)c1O | -3 | nt | -15 | nt | nt | nt
Cc1ccc(S(=O)(=O)NC[C@@H]2CC[C@@H]3[C@@H](CN3C(=O)CN(C)C)O2)cc1 | nt | -4.0 | nt | nt | -9 | nt
CN(C)CC#Cc1cccc(-c2nc(C(=O)N3CCN(Cc4ccccc4)CC3)cc3c2[C@@H](CCO)N(S(=O)C(C)(C)C)C3)c1 (stereo partly specified) | nt | 4.6 | nt | 1 | nt | nt
C[C@@H]1CCCCO[C@H](CN(C)S(C)(=O)=O)[C@@H](C)CN([C@H](C)CO)C(=O)c2cc(NC(=O)Nc3ccc(F)cc3)ccc2O1 | nt | 1.1 | nt | 0 | nt | nt
C[C@@H]1CN([C@@H](C)CO)C(=O)c2cc(C#Cc3cccc(F)c3)cnc2O[C@@H]1CN(C)CC1CC1 | nt | 0.1 | nt | nt | nt | -0.5
O=S(=O)(Cc1ccccc1)N1[C@@H]2CNC[C@H]1C2c1ccc(/C=C/c2ccccc2)cc1 (stereo partly specified) | -26 | nt | nt | nt | nt | 0.0
O=C1N[C@H](Cc2ccccc2)COCc2cnnn2CC[C@H]1Cc1cccc(F)c1 | 14 | nt | nt | nt | nt | 0.3
CC[C@H]1CC=CC[C@H](C)Oc2ccccc2C(=O)N(C)[C@@H](C(C)C)C(=O)N1 (mixture of isomers) | -2 | nt | nt | nt | nt | 0.0
C[C@@H]1CN(C)C(=O)c2cc(N(C)C)ccc2O[C@@H]1CN(C)C(=O)OC(C)(C)C | 1 | nt | nt | nt | nt | 0.0
CC(C)CN(C[C@H]1N[C@@H](CO)[C@@H]1c1ccc(-c2cncnc2)cc1)C(=O)C1CC1 | 7 | nt | nt | nt | nt | 0.5

2 of the compounds above, as tab-separated lines:
SMILES	GSIS activator	CFTR F508del cor	ARNT TACC3 PPI	ERAP1 inh	RAD52 anneal inh	XiGFP reactiv
O=C(Nc1cccc(NS(=O)(=O)c2ccc(S(=O)(=O)NC3CC3)cc2)c1)c1ccccn1	0	nt	9	nt	nt	nt
O=C1N[C@H](Cc2ccccc2)COCc2cnnn2CC[C@H]1Cc1cccc(F)c1	14	nt	nt	nt	nt	0.3
